Screening data from PubChem.
RXFP1 antag: qHTS Assay for Antagonists of the Relaxin Receptor RXFP1. Relaxin receptor 1 (Homo sapiens), Q9HBX9. 350,000 compounds, 0.59% hits. HEK293-RXFP1, relaxin-stimulated cAMP HTRF, 30 min; hits give low values. activity change, negative = inhibition, % at 57.5 µM;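 active means activity change of -60% or lower, but not beyond a set lower limit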; further: on the % scale 0 is the no-effect control and ±100 the full control effect
TRHR enhancer: qHTS for Small Molecule Agonists and Allosteric Enhancers of Human TRH Receptor: Primary Screen for Enhancers. Thyrotropin-releasing hormone receptor (Homo sapiens), P34981. TRHR cells, fluo-8 calcium fluorescence, EC20 TRH enhancement. enhancement, % at 2 µM. 360,000 compounds, 0.66% hits. AID 493056, 2011; in the data active means enhancement above about 30%; further: 0% is about no effect
Target sequence (P34981 whole entry, looked up): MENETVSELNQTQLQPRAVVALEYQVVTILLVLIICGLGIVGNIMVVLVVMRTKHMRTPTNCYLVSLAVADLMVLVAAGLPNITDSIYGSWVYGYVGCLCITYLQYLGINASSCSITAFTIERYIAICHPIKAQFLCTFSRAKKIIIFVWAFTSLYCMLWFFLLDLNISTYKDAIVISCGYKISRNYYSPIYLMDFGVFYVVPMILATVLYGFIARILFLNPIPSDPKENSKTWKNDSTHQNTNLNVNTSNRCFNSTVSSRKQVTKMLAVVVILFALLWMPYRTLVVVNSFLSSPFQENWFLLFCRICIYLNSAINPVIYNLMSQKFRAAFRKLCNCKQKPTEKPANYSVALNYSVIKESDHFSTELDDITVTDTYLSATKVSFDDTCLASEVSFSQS
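TRHR-expressing cells loaded with fluo-8 calcium dye were read kinetically (ex 480/em 530) during compound addition, then stimulated with an EC20 of TRH (10 nM final). Enhancement of the Gq-mediated intracellular calcium response was scored.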
D2 agonist: HTS Assay for Allosteric Agonists of the Human D2 Dopamine Receptor: Primary Screen for Agonists; D(2) dopamine receptor (Homo sapiens), P14416; HEK293 T-REx D2 cells, calcium flux agonist mode; activation, % at 2 µM; 340,000 compounds, 0.53% hits; AID 485358, 2010;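 active means activation over 3 SD above normal in the single-dose calcium agonist read, cut at about 30% in these data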; further: 0% is about no effect
Target sequence (P14416 whole entry, looked up): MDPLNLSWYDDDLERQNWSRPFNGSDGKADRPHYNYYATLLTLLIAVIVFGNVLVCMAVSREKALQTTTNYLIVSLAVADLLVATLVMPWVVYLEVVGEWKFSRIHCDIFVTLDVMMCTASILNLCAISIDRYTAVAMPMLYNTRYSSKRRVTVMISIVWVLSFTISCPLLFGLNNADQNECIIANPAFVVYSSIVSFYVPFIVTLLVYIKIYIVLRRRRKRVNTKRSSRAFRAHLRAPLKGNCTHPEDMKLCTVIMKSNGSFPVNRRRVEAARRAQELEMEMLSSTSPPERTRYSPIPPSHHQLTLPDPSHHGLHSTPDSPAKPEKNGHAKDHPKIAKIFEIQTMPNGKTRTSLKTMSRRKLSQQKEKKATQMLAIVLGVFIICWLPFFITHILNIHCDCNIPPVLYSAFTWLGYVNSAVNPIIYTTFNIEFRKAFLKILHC
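Tetracycline-induced HEK293 T-REx cells with force-coupled D2 receptor, plated overnight at 30 C, loaded with no-wash calcium dye. After a 10 s baseline, compound was pin-added and calcium flux read kinetically for 180 s; calcium rises flagged agonists.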
D1 antag: Antagonist of Human D 1 Dopamine Receptor: qHTS. 360,000 compounds, 3.2% hits. HEK293 TREx D1 cells, calcium flux, dopamine EC80; hits give low values. AID 504652, 2011. activity change, negative = inhibition, % at 10 µM; in the data active means activity change below about -30%; further: on the % scale 0 is the no-effect control and ±100 the full control effect
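Tetracycline-induced HEK293 T-REx cells with force-coupled D1 receptor were loaded with a no-wash calcium dye. Compound was added after a 10 s baseline and read kinetically for 180 s; EC80 dopamine was then added and calcium flux followed another 180 s.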
TRHR agonist: qHTS for Small Molecule Agonists and Allosteric Enhancers of Human TRH Receptor: Primary Screen for Agonists; TRHR cells, calcium flux fluo-8, FDSS agonist mode; activation, % at 2 µM; 360,000 compounds, 0.18% hits; further: 0% is about no effect
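Fluo-8-loaded TRHR cells; 10 s baseline, compound added, kinetic Ca2+ fluorescence read 1/s, agonist mode.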
D1 agonist: Allosteric Agonists of the Human D1 Dopamine Receptor: qHTS. 360,000 compounds, 1% hits. HEK293 T-REx D1 cells, calcium flux, agonist mode. activation, % at 2 µM. AID 504660, 2011; further: 0% is about no effect
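Tetracycline-induced HEK293 TREx D1 cells, force-coupled to calcium signalling, were dye-loaded with a no-wash calcium kit. Compound was pin-added after a 10 s baseline. Fluorescence was read kinetically at 1 cycle/s for 180 s, with calcium rises flagged as agonism.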
D2 antagonist: HTS Assay for Allosteric Antagonists of the Human D2 Dopamine Receptor: Primary Screen for Antagonists; D(2) dopamine receptor (Homo sapiens), P14416; HEK293 TREx D2 cells, calcium flux, dopamine EC80; inhibition, % at 10 µM; 340,000 compounds, 2% hits; AID 485344, 2010; in the data active means inhibition above about 30%; further: 0% is about no effect
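HEK293 T-REx D2 cells, tet-induced, calcium dye no-wash. Cpd pintool add, 180 s kinetic, then EC80 DA, 180 s kinetic. Ca flux read.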
D2 potentiator: HTS Assay for Positive Allosteric Modulators of the Human D2 Dopamine Receptor: Primary Screen for Potentiators; HEK293 T-REx D2, calcium flux, EC20 dopamine potentiation; potentiation, % at 10 µM; 340,000 compounds, 0.34% hits; AID 485347, 2010;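 active means potentiation over 3 SD above the plate norm, cut at about 30% in these data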; further: 0% is about no effect
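Primary screen. Calcium kinetics in induced HEK293 T-REx D2 cells: compound pre-addition 180 s, EC20 dopamine, 180 s more.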
D1 PAM: Potentiators of Human D1 Dopamine Receptor: qHTS; D(1A) dopamine receptor (Homo sapiens), P21728; HEK293 TREx D1 cells, calcium flux, dopamine EC20 potentiation; potentiation, % at 10 µM; 360,000 compounds, 0.036% hits; in the data active means potentiation above about 30%; further: 0% is about no effect
* hit, by the source's call; · = no result given. Unless noted, no stated cut-off is given here; in the data, active means activation above about 30%; inactive means the rest.

SMILES	RXFP1 antag	TRHR enhancer	D2 agonist	D1 antag	TRHR agonist	D1 agonist	D2 antagonist	D2 potentiator	D1 PAM
CC(OC(=O)CCCN=C1NS(=O)(=O)c2ccccc21)C(=O)Nc1ccc(F)cc1Cl (configuration not stated)	1	2	·	7	0.0	4	·	·	8
O=C(NCCC1=CCCCC1)C1CCC(CNc2c(N3CCCCC3)c(=O)c2=O)CC1 (configuration not stated)	-18	5	0.3	-7	0.6	2	-11	-4	4
Cc1cc(S(=O)(=O)N2CCC3(CC2)OCCO3)c(C)cc1Cl	-17	0	0.5	-13	-0.2	2	-9	0	-6
S=C(c1nc2ccccc2[nH]1)N1CCOCC1	7	5	0.5	-9	0.0	0	-16	2	-4
CCc1nc(SCc2ccc(F)cc2)n[nH]1	20	0	-0.4	-6	-0.2	1	2	-11	-1
O=C(O)c1ccc(Br)c(S(=O)(=O)N2CCCC2)c1	-3	-2	-1.7	-8	-0.3	6	1	8	3
CC(C)N(C(=O)CC1ON(C)C(=O)N1c1ccc(Cl)cc1)C(C)C (configuration not stated)	-2	-1	0.4	7	-0.6	1	0	3	1
COc1ccc(C(=O)NCC(=O)OCC(=O)NC(=O)c2ccc(C(C)(C)C)cc2)cc1OC	1	1	0.0	-18	-0.9	1	10	-9	-3
CC1(C2CC2)NC(=O)N(CC(=O)Nc2cc(S(=O)(=O)N3CCCCC3)ccc2Cl)C1=O (configuration not stated)	2	3	0.1	-7	0.2	1	-3	25	4
CN(C(=O)COC(=O)c1c[nH]c(=O)[nH]c1=O)C1CCCCC1	-9	24	-1.7	-18	0.4	4	-2	-13	-4
Cc1[nH]n(-c2ccccc2)c(=O)c1C=Nc1ccc(S(N)(=O)=O)cc1	-14	4	0.9	2	0.5	1	-1	21	-2
CC1(C)CC(=O)C(N=Nc2cc(C(F)(F)F)ccc2Cl)=C(O)C1	-10	3	-7.9	13	-1.0	2	21	-2	-5
Cc1cccc(-c2nnc3n(CCc4ccccc4)c(=O)c4ccccc4n23)c1	0	-4	0.4	-2	-0.2	1	·	-9	-2
COCCn1c(=O)c2c(nc3n2CCN3c2ccc(C)cc2)n(C)c1=O	·	4	0.7	1	-0.4	2	4	2	-8
CCN(Cc1ccncc1)C(=S)Nc1ccccc1	-10	-1	-2.6	-9	-1.6	4	0	-2	-7
COc1ccc(S(=O)(=O)NCc2ccccn2)cc1Br	3	-10	0.9	-4	0.4	6	-13	-3	0
NC(=O)c1ccc(Sc2nnc(-c3cccs3)n2CC2CCCO2)c([N+](=O)[O-])c1 (configuration not stated)	-2	-2	0.8	4	0.2	0	3	3	-3
COc1ccccc1C(=O)Nc1ccnn1C1CCN(Cc2ncc[nH]2)CC1	11	-7	-0.4	5	-0.1	4	10	-5	-2
CCc1nnc(NC(=O)C2CC(=O)N(Cc3ccccc3)C2)s1 (configuration not stated)	-21	-1	·	3	-1.7	1	·	·	0
COc1ccc(NC(=O)COC(=O)Cn2nnc3ccccc32)cc1	2	-6	-0.5	-4	-1.5	-2	-15	-4	1

Exported as a markdown table: entries from further up
| Structure | RXFP1 antag | TRHR enhancer | D2 agonist | D1 antag | TRHR agonist | D1 agonist | D2 antagonist | D2 potentiator | D1 PAM |
| --- | --- | --- | --- | --- | --- | --- | --- | --- | --- |
| COc1ccc(S(=O)(=O)NCc2ccccn2)cc1Br | 3 | -10 | 0.9 | -4 | 0.4 | 6 | -13 | -3 | 0 |
| NC(=O)c1ccc(Sc2nnc(-c3cccs3)n2CC2CCCO2)c([N+](=O)[O-])c1 (configuration not stated) | -2 | -2 | 0.8 | 4 | 0.2 | 0 | 3 | 3 | -3 |

The listing continues.
SMILES	RXFP1 antag	TRHR enhancer	D2 agonist	D1 antag	TRHR agonist	D1 agonist	D2 antagonist	D2 potentiator	D1 PAM
CCc1c(O)nc(SCC(N)=O)n(-c2ccccc2F)c1=O	4	7	-0.4	2	0.4	2	14	3	-1
Cc1cc(C)c(NC(=O)CSc2nnc(CNC(=O)c3ccccc3F)o2)c(C)c1	5	-5	-0.8	6	-0.4	2	5	0	1
COC(=O)c1sc2cccc(F)c2c1S(=O)(=O)NCc1ccc(F)cc1	-3	-2	0.4	-4	-0.1	1	·	9	-5
CC1(C)Oc2ccc3ccc(=O)oc3c2/C(=C/Nc2ccccn2)C1=O	13	-2	-1.1	-18	-0.2	-1	5	-2	-5
CCOc1ccc(CN2C(=O)CC(=O)N(S(=O)(=O)c3ccc(OCC)cc3)C2=O)cc1	-4	2	1.6	-23	1.9	2	3	13	-5
Cc1c(CCC(=O)N[C@@H](CC(C)C)C(=O)O)c(=O)oc2cc3oc4c(c3cc12)CCCC4	12	28	0.0	8	0.4	3	-4	6	-4
Cc1nn2c(C)c(C(=O)NCc3ccc(OC(C)C)cc3)cnc2c1-c1ccc(F)cc1	-14	3	·	-1	0.2	1	·	-12	-6
COc1ccc(C)cc1S(=O)(=O)NCCN1CCOCC1	-7	40*	-0.5	8	1.0	5	-8	5	-9
COc1ccc(CC(=O)Nc2cc(NC(=O)Cc3ccc(OC)c(OC)c3)cc(C(=O)O)c2)cc1OC	3	12	0.2	32	0.3	11	7	-3	5
COCC(C)n1c(SCc2ccc(C(=O)OC)cc2)nc2ccccc2c1=O (configuration not stated)	-2	13	0.3	18	0.7	5	5	6	3
CCOC(=O)c1cnn(Cc2cccc(Cl)c2)c1C	-6	0	-2.2	2	-1.2	28	56*	3	·
Cc1ccc(CNC(=O)CSc2nnc3n2CCCCC3)cc1	8	2	-1.1	18	2.0	0	0	-6	-6
Cc1ccc(C(=O)c2c3ccc(C(F)(F)F)cc3[n+]([O-])n2CCCC(N)=O)cc1	·	4	-0.4	-4	-0.4	-1	5	-1	-6
COc1ccc(-c2csc(NC(=O)c3ccc(S(=O)(=O)N4CCc5ccccc5C4)cc3)n2)cc1	-9	6	2.5	2	0.8	-1	1	2	6
COc1ccc(CC(=O)Nc2nncs2)cc1OC	2	20	1.1	39	0.2	0	-8	-5	6
CC1Cc2ccccc2N1C(=O)COC(=O)c1ccccc1NCCO (configuration not stated)	2	-2	-0.4	2	2.2	1	5	-10	-4
CC(=O)Nc1ccc(C2=CC(=O)CC(C)(C)C2)cc1	·	7	-1.4	·	0.2	3	-4	1	9
CN(C)S(=O)(=O)c1ccc(NC(=O)CN2C(=O)NC3(CCCC3)C2=O)cc1	-11	36*	-0.7	-10	0.7	5	-11	4	-6
Cc1cc(-c2ccccc2)nc(N/N=C/c2ccccc2F)n1	-7	-3	7.4	-10	0.0	4	-18	5	-4
Cc1ccc(Cl)cc1N1CCN(S(=O)(=O)c2ccc3c(c2)CCCN3C(=O)C2CCC2)CC1	-9	-7	0.2	12	0.3	0	·	7	-2

Shown with two lines to a compound: part of the list above.
Order of values: RXFP1 antag	TRHR enhancer	D2 agonist	D1 antag	TRHR agonist	D1 agonist	D2 antagonist	D2 potentiator	D1 PAM
CCc1c(O)nc(SCC(N)=O)n(-c2ccccc2F)c1=O
→ 4	7	-0.4	2	0.4	2	14	3	-1
COc1ccc(C)cc1S(=O)(=O)NCCN1CCOCC1
→ -7	40*	-0.5	8	1.0	5	-8	5	-9
CCOc1ccc(CN2C(=O)CC(=O)N(S(=O)(=O)c3ccc(OCC)cc3)C2=O)cc1
→ -4	2	1.6	-23	1.9	2	3	13	-5
COc1ccc(CC(=O)Nc2cc(NC(=O)Cc3ccc(OC)c(OC)c3)cc(C(=O)O)c2)cc1OC
→ 3	12	0.2	32	0.3	11	7	-3	5
Cc1nn2c(C)c(C(=O)NCc3ccc(OC(C)C)cc3)cnc2c1-c1ccc(F)cc1
→ -14	3	·	-1	0.2	1	·	-12	-6

(cont.)
SMILES	RXFP1 antag	TRHR enhancer	D2 agonist	D1 antag	TRHR agonist	D1 agonist	D2 antagonist	D2 potentiator	D1 PAM
Fc1ccc2nc(Nc3nc4c(F)cc(F)cc4s3)sc2c1	3	-1	1.3	7	0.6	2	-27	-1	3
O=S(=O)(NCc1ccccn1)c1ccccn1	·	-4	0.5	-2	-0.1	1	-13	5	-3
CC(=O)N1c2c(cc(Br)cc2S(=O)(=O)N2CCN(c3ccccc3F)CC2)CC1C (configuration not stated)	-2	-2	·	14	0.3	1	·	·	0
CCCOc1ccc(N2C(=O)CC(NCC#N)C2=O)cc1 (configuration not stated)	6	2	0.7	6	-0.4	3	0	-1	-4
CN(C)c1ccc(/C=N/NC(=O)C(=O)/C=C2\NC3(CCCC3)Cc3ccccc32)cc1	·	7	0.1	1	-1.1	15	-22	-1	-1
Cc1ccc(N(Cc2cc3ccccc3[nH]c2=O)C(=O)c2cccc(Cl)c2)cc1	-23	-14	·	12	-0.8	1	·	-6	3
Cc1ccc(C(=O)c2nocc2C(=O)c2cccs2)cc1	0	4	0.9	-2	0.2	9	-5	-8	-1
CCN(CC)S(=O)(=O)c1ccc(N(C)Cc2ccc(C(F)(F)F)cc2)nc1	3	5	0.5	-13	1.5	20	6	3	-7
Cc1ccc(NC(=O)CSc2nnc(C3CC3)n2N)cc1S(=O)(=O)N1CCOCC1	-3	-7	1.5	-5	0.5	4	-6	10	-3
CCn1c(Cc2cccs2)nnc1SCC(=O)c1ccc(C)cc1	15	-8	-0.3	-1	-1.0	1	-5	18	0
CCOC(=O)/C=c1\s/c(=C\c2c(OCC)ccc3ccccc23)c(=O)n1CC(=O)NCC1CCCO1 (configuration not stated)	-12	-6	·	8	0.4	5	·	·	-1
CCc1ccc(-c2nc(SCC(=O)NC3CCS(=O)(=O)C3)n[nH]2)cc1 (configuration not stated)	0	0	0.2	7	0.0	1	-10	0	-10

Rows were taken by chance; any-hit rate near 7.1%.
